HIF act = HIF pathway transcriptional activation | U2OS HRE-luciferase reporter, luminescence; normalized: DMSO 0%, desferrioxamine 100% | activation, % at 7.5 µM (by protocol) | hit rate 0.32% among 300,000 | AID 1910;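 active = mean activation of at least 10% of the iron chelator positive control signal, with at least half of replicates also reaching 10%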
GSK3B inh = human GSK3beta kinase inhibition; AID 2097; GST-GSK3beta kinase, ADP-Glo luminescence, 60 min; hits give low values; activity score (negative = inhibition), % at 10 µM; hit rate 0.038% among 300,000; P49841;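 active = more than half of replicate wells score below -50%, meaning over 50% inhibition versus plate controls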;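 note: 0% = median DMSO wells and -100% = median GW8510 positive control wells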
Target sequence (P49841 whole entry, looked up): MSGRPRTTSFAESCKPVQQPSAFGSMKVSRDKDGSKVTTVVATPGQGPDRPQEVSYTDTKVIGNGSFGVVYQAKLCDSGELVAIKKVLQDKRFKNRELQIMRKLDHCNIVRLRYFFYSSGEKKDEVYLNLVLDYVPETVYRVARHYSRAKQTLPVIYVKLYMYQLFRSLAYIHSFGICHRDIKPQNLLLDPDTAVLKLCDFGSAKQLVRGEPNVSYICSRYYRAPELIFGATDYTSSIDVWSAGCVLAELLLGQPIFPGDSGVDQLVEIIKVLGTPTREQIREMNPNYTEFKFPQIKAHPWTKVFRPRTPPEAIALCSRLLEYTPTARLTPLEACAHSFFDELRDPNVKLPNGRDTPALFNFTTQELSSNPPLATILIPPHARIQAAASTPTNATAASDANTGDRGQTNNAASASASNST
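Test system: GST-fused GSK3beta enzyme, cell-free | Quantity: 1.6 ng GST-GSK3beta enzyme per well | Reagent: 25 µM ATP with peptide substrate | Schedule: 60 min enzyme reaction, room temperature | Signal: Luminescent ADP-Glo measurement of ADP formed | Read-out basis: Score relative to plate controls | Control set: DMSO and 20 µM GW8510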
IEC-6 cytotox = kills IEC-6 intestinal cells in KLF5 counter-screen. IEC-6 cytotoxicity, luminescence viability. inhibition, % at 5 µM. hit rate 0.78% among 290,000. AID 1825; in the data active = inhibition above about 22%;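 note: 0% = plate median of test compound wells and 100% = cytotoxic reference compound wells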
HSP90 inh = inhibitors of HSP90 luciferase refolding in rabbit reticulocyte lysate. AID 1789. hit rate 0.91% among 290,000. inhibition, % at 5.6 µM. luciferase refolding luminescence, 3 h;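 active = inhibition above the screen-wide mean plus 3 SD, computed separately per campaign, cut at about 16% in these data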;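 note: 0% = DMSO wells and 100% = 60 µM geldanamycin wells; inhibitors lower the luminescence because luciferase stays unfolded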
KLF5 inh = suppresses KLF5 promoter-driven expression. hit rate 0.23% among 290,000. AID 1700. inhibition, % at 5 µM. DLD-1 KLF5 promoter-luciferase reporter, luminescence;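 active = inhibition above a per-plate limit of that plate's mean compound inhibition plus 3 SD, cut at about 60% in these data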;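 note: 0% = DMSO wells and 100% = LY294002 at 200 µM; higher means less KLF5 promoter-driven luciferase light; inactives centre near -14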
aSyn UTR inh = 5' untranslated region of α-synuclein, MLPCN primary screen; alpha-synuclein 5'UTR reporter, inhibitor activity; hit rate 0.82% among 300,000; AID 1813; inhibition, % (tested at 7.5 µM); in the data active = inhibition above about 60%;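 note: H4 neuroglioblastoma cells stably carrying SNCA 5'UTR luciferase fusion; 0% = DMSO wells and 100% = positive control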
AI-2 QS mod = modulates the Vibrio harveyi AI-2 quorum sensing system. Vibrio harveyi JMH597 AI-2 luminescence/OD600 ratio, 9 h; hits give low values; strain lacks LuxN and CqsS sensors; 0 = neutral-control median. activity change, % at 7.5 µM. hit rate 0.4% among 300,000. AID 2094; in the data active = activity change below about -75%, passing the limit was not always enough;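 note: luminescence divided by OD600 gain over 9 h not by final OD600 alone; inactives centre near 13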
HSF1 activator = increases HSF-1 driven luciferase reporter signal; NIH3T3-HGL HSF-1 luciferase reporter, MG132, 8 h; 100% = twice DMSO control signal; activation, % at 9 µM; hit rate 1.7% among 300,000;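 active = mean replicate activation of at least 50% with a set share of replicates each reaching 50%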;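 note: 0% = median of the neutral control wells and 100% = twice that signal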
HSF1 inhib = HSF1 inhibition; activity change, negative = inhibition, % at 7.5 µM (by protocol); NIH3T3-HGL HSE-luciferase, MG132-induced, luminescence 8 h; hits give low values; hit rate 0.77% among 300,000;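 active = more than half of replicate wells show activity change below -50%, luminescence cut by over half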;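 note: luciferase reports HSF-1 transcriptional activity via heat shock element; 0% = median of DMSO wells and -100% = zero luminescence signal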
GSK3 alpha inh = inhibitors of human GSK-3 alpha kinase; P49840; ADP-Glo luminescence, 60 min; inhibition, % at 10 µM; hit rate 0.1% among 320,000; AID 2650;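 in the data active = inhibition above about 50%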;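 note: GST-tagged GSK-3 alpha with peptide substrate and 25 µM ATP; 0% = DMSO neutral wells and 100% = GW8510 positive control wells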
Target sequence (P49840 whole entry, looked up): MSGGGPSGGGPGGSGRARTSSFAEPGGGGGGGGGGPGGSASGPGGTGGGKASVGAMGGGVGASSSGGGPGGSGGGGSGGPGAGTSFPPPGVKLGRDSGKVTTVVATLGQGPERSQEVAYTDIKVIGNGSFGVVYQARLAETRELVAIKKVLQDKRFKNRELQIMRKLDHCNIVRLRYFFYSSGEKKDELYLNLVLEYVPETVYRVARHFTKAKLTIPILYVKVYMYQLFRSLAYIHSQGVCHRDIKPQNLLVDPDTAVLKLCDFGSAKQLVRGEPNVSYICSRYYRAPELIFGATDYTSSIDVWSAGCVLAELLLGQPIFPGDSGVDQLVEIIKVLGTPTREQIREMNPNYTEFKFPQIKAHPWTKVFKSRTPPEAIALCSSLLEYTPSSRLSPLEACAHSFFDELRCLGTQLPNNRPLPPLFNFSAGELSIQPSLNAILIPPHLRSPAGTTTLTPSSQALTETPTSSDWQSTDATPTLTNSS
An asterisk follows results filed as active; nt = no result given.

Structure	aSyn UTR inh	HSF1 inhib	HIF act	HSF1 activator	AI-2 QS mod	GSK3B inh	IEC-6 cytotox	HSP90 inh	KLF5 inh	GSK3 alpha inh
CC1CN(C(=O)CCC(=O)N2CCN(c3cccc(C(F)(F)F)c3)CC2)c2ccccc2O1 (stereo unspecified)	-1	-4	-0.8	-12	7	0	-1	3	17	-4
Nc1c(Cl)ncnc1N/N=C/c1cccnc1	-40	1	0.7	30	-3	1	1	-1	-19	28
CCc1ccc2c(c1)C(=O)C[C@]1(CCC[C@H](C)C1)O2	24	17	0.3	1	34	2	nt	nt	nt	3
Fc1ccc(NC(=S)NN2CCOCC2)cc1Cl	-7	-3	-0.3	-9	13	0	-2	-3	4	0
Cn1cccc1CNCc1ccc(F)cc1	14	1	-0.1	-1	17	0	0	-3	-7	-1
O=C(O)CCCNc1ccc(S(=O)(=O)N2CCCCC2)cc1	4	4	-0.8	38	24	2	2	0	-8	-1
CN(c1ccc(C(=O)Nc2ccccc2C(=O)N2CCCC2)cc1)S(C)(=O)=O	18	-42	0.2	-52	44	0	5	2	5	-1
COc1ccc(OC)c(C2=NOC(C(=O)NCc3cccs3)C2)c1 (stereo unspecified)	-5	-7	2.3	-4	24	-3	4	4	-35	3
O=C(Nc1ccc(N2CCOCC2)cc1)c1ccc([N+](=O)[O-])cc1	-25	0	0.0	-3	17	-2	1	-1	-33	0
CN1C(=O)C(C)(C)c2cc(S(=O)(=O)NCC3CCC(C(=O)NCc4ccccc4)CC3)ccc21 (stereo unspecified)	8	-1	0.2	16	-2	-10	-7	1	-38	-2
C=CCn1c(/N=C/c2ccc(OC)cc2)nc2ccccc21	5	-2	-0.7	1	15	1	-3	3	-9	-3
COC(=O)c1cccc(NC(=O)c2onc3c2CCCC3)c1	79*	4	-0.9	28	8	-2	6	12	-165	-2
O=C(N/C(=C\c1cccs1)C(=O)N1CCCCCC1)c1ccccc1	16	-3	1.3	-2	9	0	3	31*	-19	-3
COc1ccc(CC(NC(C)=O)C(=O)NC2CCN(c3nc(C)cc(C)c3C#N)CC2)c(OC)c1 (stereo unspecified)	23	-5	1.1	-1	-9	0	6	8	-14	0
O=C(Nc1nncs1)C1CC(=O)N(C2CCCC2)C1 (stereo unspecified)	9	-4	0.2	-18	7	-3	2	-2	17	-2
COC(C(=O)NCc1ccc(C)cc1)c1ccccc1 (stereo unspecified)	-4	2	0.0	7	14	-2	2	-2	-18	-3
CC(=O)NCCCNS(=O)(=O)c1ccc(C)cc1	3	-5	-0.2	0	11	5	-11	-1	-15	-1
Cc1cc(C(=O)OCC(=O)c2ccc(Br)s2)no1	-34	6	-0.3	38	22	1	2	6	3	1
Cc1cc(NC(=O)c2cccc(S(=O)(=O)N(C)C)c2)n(-c2ccccn2)n1	30	0	-0.2	22	16	0	0	0	-11	-1
Cc1ccc(C2(CCNC(C)c3cccs3)CCOC(C(C)C)C2)cc1 (stereo unspecified)	8	2	0.0	11	15	-1	-2	0	-19	nt
Cc1cc(OC(=O)C2CC2)c([N+](=O)[O-])c(=O)[nH]1	35	12	-0.2	6	12	-2	5	2	-14	-2
CCC1CCCCN1C(=O)COc1ccccc1NC(C)=O (stereo unspecified)	-2	3	-0.5	0	11	4	4	2	-17	-2
CN1CCN(C(=O)C2CCC(=O)N(CCc3cccc(F)c3)C2)CC1 (stereo unspecified)	-3	-1	-0.1	21	6	-4	3	-1	-5	-1
O=c1c2ccccc2nc2n1CCC2	-1	-1	-0.3	-2	18	2	0	2	-34	-7
Cc1cccc(OCCCn2c(=O)oc3ccccc32)c1	-35	6	1.4	15	15	0	-11	2	-22	-3
c1ccc(C(c2ccccc2)c2nc(-c3cccnc3)no2)cc1	25	2	0.1	9	15	-2	-3	0	-9	-2
C=CCOc1cccc(C2/C(=C(\O)c3ccc4c(c3)OCCO4)C(=O)C(=O)N2CCN2CCOCC2)c1 (stereo unspecified)	20	-1	0.3	4	-4	1	0	-2	-18	4
O=C(CO/N=C/c1ccc(Cl)cc1Cl)NNC(=O)c1ccc(Cl)cc1Cl	17	0	2.8	25	-88*	-2	-5	-3	-22	0
Cc1cc(C)n(C(=O)CCCCCCCCC(=O)n2nc(C)cc2C)n1	14	-1	0.5	3	25	0	2	0	-29	-2
COc1ccc(C(=O)NNC(=S)NC(=O)c2ccccc2[N+](=O)[O-])cc1	12	-4	-26	24	34	3	-11	-5	-16	0
N#Cc1ccccc1S(=O)(=O)Nc1ccc2c(c1)C(=O)OC2	7	-3	0.4	-7	9	-1	0	-1	-26	1
COc1cc(OC)c(C2Nc3ccccc3NC3=C2C(=O)CC(C)(C)C3)cc1OC (stereo unspecified)	7	4	-0.4	-15	31	1	-6	-2	-27	-7
Cc1ccc(NC(=O)CN2C(=O)N/C(=C/c3ccc(C)s3)C2=O)cc1	-15	1	0.6	-5	9	2	1	0	-44	0
Cc1ccc(NC(=O)N(Cc2ccc3c(c2)OCO3)Cc2cc3cc4c(cc3[nH]c2=O)OCCO4)cc1	23	-1	-0.6	1	28	-3	-1	-2	-22	-1
CCc1nc2c(c(=O)[nH]1)C(CC)(CC)Cc1ccccc1-2	15	-5	-1.0	-3	11	-1	4	2	-48	-3
C/C=C\C(=O)Nc1cccc(C2=NOC3(C2)C[C@@H](C(N)=O)N(C(=O)c2ccccc2)C3)c1 (stereo partly specified)	1	-4	0.0	-2	14	1	nt	nt	nt	1
CC(C)CC1C(C#N)=C(N)Oc2n[nH]c(-c3ccccc3)c21 (stereo unspecified)	-13	-3	0.3	0	0	-3	-10	-1	-49	1
COc1cc(/C=N/NC(=O)c2cc(C)n(-c3ccc(F)cc3)c2C)cc(OC)c1O	7	-15	2.0	-12	37	2	0	6	4	-3
CCCCn1c(=O)c2ccccc2c2ccccc2c1=O	nt	nt	nt	nt	nt	nt	1	0	-13	-2
O=c1[nH]c(CN2CCN(c3ccccc3)CC2)nc2scc(-c3ccccc3)c12	39	-6	1.7	15	-16	2	-4	4	-37	0
O=C(Nc1cccnc1)C1CCCN(S(=O)(=O)c2cccc3nsnc23)C1 (stereo unspecified)	6	1	-40	5	7	-5	0	0	-11	3
Cc1ccc(/C=C/C(=O)c2cc(Br)ccc2OC(=O)c2ccco2)cc1	-94	-12	-0.7	12	12	-1	-4	7	-36	0
O=C(CSc1ccccc1)Nc1ccc2sccc2c1	-78	-2	2.4	-5	-31	4	1	-3	-45	3
Cc1cc(C)c(-c2cc(C)nc3ncnn23)c(C)c1	7	-4	0.0	-11	23	-1	2	-2	-3	-2
CCOc1ccc(NC(=O)C2CC(=O)N(CC)C(=Nc3ccc4c(c3)OCO4)S2)cc1 (stereo unspecified)	-1	-3	-0.4	2	9	-4	3	-1	-14	1
CC1C(=O)N2CCCc3cc(S(=O)(=O)NCc4ccc(Cl)cc4)cc1c32 (stereo unspecified)	-7	13	0.4	14	15	5	-5	-1	-5	0
CC(=O)NC(CCS(C)(=O)=O)C(=O)Nc1cc(C)on1 (stereo unspecified)	9	-2	0.0	9	41	-2	7	1	-23	0
CN(C)CC(=O)Nc1ccc(Oc2ccc(Cl)cc2)cc1	40	-4	-0.5	13	-45	-1	3	-1	12	0
Cc1nc(C/C(=N\N)c2ccc(O)cc2O)cs1	-25	7	-0.1	15	-8	1	-2	-2	-24	5
Cc1noc(/C=C/N(C)C)c1S(=O)(=O)N1CCC(C(=O)Nc2ccc(Cl)cc2)CC1	9	-8	-0.2	-10	21	3	3	3	5	-2
COc1ccc(CCNC(=O)CCS(=O)(=O)Cc2ccccc2C)cc1OC	0	1	1.5	-6	-3	4	4	7	-29	0
Cc1cccc(N2C(=O)C3CCCN3C2=S)c1 (stereo unspecified)	-2	3	-9.7	0	32	1	1	-4	-37	5
CC(C)C(=O)OCC(=O)NCc1ccccc1Cl	3	-1	0.4	7	13	-3	1	-2	16	-1
O=[N+]([O-])c1ccc(N/N=C/c2cccc(O)c2O)cc1	-170	12	5.5	25	-82*	-1	2	-6	-4	0
O=C(Nc1cc2c(oc1=O)CCCC2=O)c1ccc(Cl)cc1	-29	14	0.6	28	23	-4	-7	1	-14	-2
Cn1c(=O)c(C(N)=S)cn(-c2ccccc2)c1=O	10	-1	-0.2	12	15	1	2	1	-25	-3
CCC(C)(C)NC(=O)Cn1c(=O)oc2cc(S(=O)(=O)N3CC(C)CC(C)C3)ccc21 (stereo unspecified)	3	-3	-0.3	-10	1	2	-12	-12	-25	0
N#CC1=C2SCN(c3ccccc3)CN2C(=O)CC1c1ccccc1Cl (stereo unspecified)	-16	-8	0.7	-17	18	0	5	0	-13	0
O=C(OCCN=C1NS(=O)(=O)c2ccccc21)c1ccccc1	8	2	-0.1	6	15	-1	5	0	-10	1
COCc1cc(=O)[nH]c(-c2ccccc2OC(F)(F)F)n1	-4	-3	-0.7	-1	16	3	-6	4	-18	0

Another view of two compounds above:
The line under a structure holds: aSyn UTR inh	HSF1 inhib	HIF act	HSF1 activator	AI-2 QS mod	GSK3B inh	IEC-6 cytotox	HSP90 inh	KLF5 inh	GSK3 alpha inh
O=C(CO/N=C/c1ccc(Cl)cc1Cl)NNC(=O)c1ccc(Cl)cc1Cl
→ 17	0	2.8	25	-88*	-2	-5	-3	-22	0
CCC1CCCCN1C(=O)COc1ccccc1NC(C)=O (stereo unspecified)
→ -2	3	-0.5	0	11	4	4	2	-17	-2

Other results follow:
Structure	aSyn UTR inh	HSF1 inhib	HIF act	HSF1 activator	AI-2 QS mod	GSK3B inh	IEC-6 cytotox	HSP90 inh	KLF5 inh	GSK3 alpha inh
COc1ccc(C(=O)CCN2CCN(c3ccc(OC)cc3)CC2)cc1	9	4	-16	13	21	0	-2	-1	-5	3
O=C(Nc1ccc2c(c1)OCCO2)c1ccc(Cl)cc1	-44	9	0.3	27	-1	1	17	19*	-68	-2
O=C(COC(=O)CCc1c[nH]c2ccccc12)NC1CCS(=O)(=O)C1 (stereo unspecified)	-22	4	0.0	-3	33	2	3	0	2	1
CC(=O)N1c2ccc(S(=O)(=O)NCCC(=O)Nc3cccc(Cl)c3)cc2CC1C (stereo unspecified)	2	-7	0.4	6	29	-1	0	0	-6	-2
COc1ccc(C(=O)OCC(=O)NC2CC2)cc1S(=O)(=O)N1CCOCC1	-16	-11	-0.1	-12	26	-5	2	-4	15	-2
Nc1ccc(CCn2ccnc2)cc1	0	-5	0.4	9	15	1	-9	0	-28	-1
CC1OC(O[C@H]2CC[C@]3(C)C4C=C[C@]56OC[C@@]7(CC[C@@H](C)[C@H](C)C75)[C@H](O)C[C@@]6(C)[C@]4(C)CC[C@H]3C2(C)C)C(OC2OC(CO)C(O)C(O)C2OC2OCC(O)C(O)C2O)C(O)C1O (stereo partly specified)	-5	-8	0.3	-14	9	1	nt	nt	nt	nt
COc1ccc(C(CNC(=O)c2cc3ccccc3cc2O)N2CCOCC2)cc1 (stereo unspecified)	8	-4	-0.3	-1	19	-2	nt	nt	nt	-3
CCOc1ccccc1CNC(CC)CO (stereo unspecified)	22	-2	-0.1	9	15	2	8	2	4	-2

Source: PubChem (several laboratories)
